FBW7 act: FBW7 E3 ligase activators, primary screen, biochemical, AlphaScreen, human; F-box/WD repeat-containing protein 7 (Homo sapiens), Q969H0; AlphaScreen FBW7–phospho-cyclin E peptide binding, activator screen; normalized activity (activation), % at 26.1 µM; hit rate 0.13% among 650,000; AID 1259310, 2017; in the data active means normalized activity above about 1.9%;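 further: purified mutant Fbw7 with reduced substrate affinity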
MITF primary: MITF inhibitors, primary screen, biochemical, AlphaScreen, human. AlphaScreen MITF homodimerization, bead proximity signal. inhibition, % at 2.6 µM. hit rate 0.91% among 650,000. AID 1259374, 2018; in the data active means inhibition above about 50%;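 further: 0% = vehicle wells with protein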
TEAD-YAP block: TEAD-YAP interaction inhibition, primary screen, TEAD-YAP interaction inhibitor project, luminescence, HEK-TIYL cells | TEAD-Gal4/YAP UAS-luciferase luminescence | inhibition, % at 9.12 µM | hit rate 1.4% among 640,000 | AID 1259422, 2018; in the data active means inhibition above about 32%;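 further: 0% = median of test compound wells and 100% = reference inhibitor wells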
GPR151 activ: activators of human GPR151, primary screen, cell-based, PathHunter beta-arrestin, luminescence; G-protein coupled receptor 151 (Homo sapiens), Q8TDV0; PathHunter beta-arrestin GPR151 cells; activation, % at 11.2 µM; hit rate 1% among 650,000; AID 1508602, 2020; in the data active means activation above about 4.9%;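 further: 0% = median of compound wells and 100% = cells with positive control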
* marks the source's active call; other numbers are inactive results.

Field names – A = FBW7 act; B = MITF primary; C = TEAD-YAP block; D = GPR151 activ
smiles: O=C(OCCCN1CCOCC1)c1ccc(O)cc1O
  A = 0.0; B = -1; C = -19; D = -1.1
smiles: Cc1cccc(CSc2nnc(NC(=O)c3ccco3)s2)c1
  A = 0.2; B = 9; C = 11; D = -1.2
smiles: COc1ccc(Br)c(C(=O)N/C(=C/c2cccc([N+](=O)[O-])c2)C(=O)Nc2ccccc2)c1
  A = 0.0; B = -9; C = -8; D = 1.5
smiles: CCCc1c(C(=O)N2CCN(C)CC2)cnn1-c1nc(C)c(C)c(=O)[nH]1
  A = -0.3; B = -5; C = 11; D = 1.1
smiles: COc1ccc(/C=C/c2nc3cc([N+](=O)[O-])cc([N+](=O)[O-])c3o2)cc1
  A = -0.1; B = -5; C = -3; D = 1.6
smiles: Cn1nc(C(=O)Nc2ccc(F)c(F)c2F)c2ccccc2c1=O
  A = 0.0; B = 12; C = 2; D = 0.7
smiles: O=C(CCC(=O)N1CCCC1=S)N1CCCC1=S
  A = 0.9; B = 16; C = 8; D = -0.2
smiles: COc1ccc(C)cc1S(=O)(=O)NCC(c1cccs1)N1CCc2ccccc2C1 (configuration not stated)
  A = 0.1; B = 4; C = -5; D = 0.6
smiles: O=C1c2cccnc2C(=O)N1Cc1ccc(S(=O)(=O)Nc2ccccc2F)cc1
  A = 0.5; B = 5; C = 2; D = -2.2
smiles: CCCCSc1nc2c([nH]c3ccccc32)c(=O)n1C
  A = -0.2; B = -6; C = 2; D = 0.6
smiles: CC1CCN(C2=NC(=O)/C(=C\c3ccc(Br)cc3)S2)CC1
  A = 0.1; B = 18; C = 8; D = 2.9
smiles: O=C(CCN1C(=O)c2ccccc2C1=O)Nc1ccc2c(c1)C(=O)N(c1ccccc1)C2=O
  A = -0.3; B = -11; C = -5; D = -0.6
smiles: Cc1cccc(Oc2nc3c(C)cccn3c(=O)c2/C=C(\C#N)C(N)=O)c1C
  A = -0.1; B = 14; C = 13; D = 0.1
smiles: CCOCCOC(=O)c1ccc(NC(=O)c2ccncc2)cc1
  A = -0.1; B = -8; C = 9; D = -0.4
smiles: Cn1cnnc1SCC(=O)Nc1c(F)c(F)cc(F)c1F
  A = 0.3; B = 13; C = 8; D = -1.8
smiles: CC(=O)c1ccc(Oc2ccc(-c3cnc4ccccc4n3)cc2[N+](=O)[O-])cc1
  A = 0.1; B = 2; C = -4; D = 0.2
smiles: CN1CCc2c(sc(NC(=O)/C=C\c3ccccc3)c2-c2nc3ccccc3s2)C1
  A = 0.4; B = -27; C = 13; D = -0.5
smiles: COc1ccc(OCC(=O)N/N=C(\C)CC(=O)Nc2cccc(Br)c2)cc1
  A = 0.0; B = -1; C = 2; D = 2.1
smiles: COc1cccc(C(=O)Nc2ccccc2C(F)(F)F)c1
  A = 0.2; B = 22; C = -12; D = -0.4

3 compounds out of the list, ordered by SMILES length, lowest first.
Field names – A = FBW7 act; B = MITF primary; C = TEAD-YAP block; D = GPR151 activ
smiles: Cn1cnnc1SCC(=O)Nc1c(F)c(F)cc(F)c1F
  A = 0.3; B = 13; C = 8; D = -1.8
smiles: CCOCCOC(=O)c1ccc(NC(=O)c2ccncc2)cc1
  A = -0.1; B = -8; C = 9; D = -0.4
smiles: CC(=O)c1ccc(Oc2ccc(-c3cnc4ccccc4n3)cc2[N+](=O)[O-])cc1
  A = 0.1; B = 2; C = -4; D = 0.2

Five of the compounds above, with two lines to a compound:
Values in the order – FBW7 act	MITF primary	TEAD-YAP block	GPR151 activ
COc1ccc(Br)c(C(=O)N/C(=C/c2cccc([N+](=O)[O-])c2)C(=O)Nc2ccccc2)c1
    0.0	-9	-8	1.5
CCCc1c(C(=O)N2CCN(C)CC2)cnn1-c1nc(C)c(C)c(=O)[nH]1
    -0.3	-5	11	1.1
COc1ccc(/C=C/c2nc3cc([N+](=O)[O-])cc([N+](=O)[O-])c3o2)cc1
    -0.1	-5	-3	1.6
Cn1nc(C(=O)Nc2ccc(F)c(F)c2F)c2ccccc2c1=O
    0.0	12	2	0.7
O=C(CCC(=O)N1CCCC1=S)N1CCCC1=S
    0.9	16	8	-0.2
